STAT3 activator: STAT3 signaling activation. 190,000 tested, 0.91% active. activation (% of control), % at 5.6 µM. U3A cells, IL-6 STAT3-luciferase reporter, luminescence; 100% = signal with IL-6 EC80 alone;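 active = activation above the screen-wide mean of compound activation plus 3 SD, cut at about 130% in these data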;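 also: 0% = background luminescence of wells with medium and substrate only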
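Test system: STAT3-luciferase reporter U3A cells; Detection: reporter luminescence signal; Times: 1 h compound pre-exposure, 6 h IL-6 stimulation, 37 °C; Benchmarks: IL-6-only high control; Also added: IL-6 stimulus at 33 ng/mL final.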
Diaphorase inh: counter-screen for diaphorase-based assays: diaphorase inhibitors and chemical oxidizers; AID 1217; 190,000 tested, 0.69% active; inhibition, % at 20 µM; diaphorase resazurin-to-resorufin fluorescence, NADH, 16 min; bacterial (C. kluyveri) enzyme, not human;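 active = primary screen inhibition at 20 µM above a set limit, cut at about 50% in these data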;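 also: plate controls were DMSO with full reaction for no effect and wells lacking NADH for full effect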
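Test system: Clostridium kluyveri diaphorase enzyme / Quantity: diaphorase at 0.14 U/mL in enzyme working solution / Incubation: 16-min room-temperature incubation before reading / Benchmarks: NADH-free wells as positive control, DMSO-only neutral wells / Signal: resorufin fluorescence 544/590 nm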
G6PDH CS: counter-screen for G6PDH assay hits: L. mesenteroides G6PDH inhibition; 200,000 tested, 0.12% active; inhibition, % at 5 µM; Purified L. mesenteroides G6PDH, diaphorase/resazurin coupled fluorescence, 45 min; in the data active = inhibition above about 50%
Diaphorase act: diaphorase activation or chemical reduction counter-screen. Diaphorase/resazurin coupled assay, resorufin fluorescence, 16 min; active compounds read high; 1 = vehicle wells, 0 = NADH-free wells. activation factor at 20 µM. 190,000 tested, 0.005% active. AID 1229;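 active = diaphorase activity raised at least twofold by the compound at 20 µM; inactive = activation factor below 2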
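test system = bacterial diaphorase enzyme (C. kluyveri) | quantity = enzyme 0.07 U/mL final | reagent = NADH substrate 0.114 mM plus resazurin dye 0.1 mM, final | incubation = 16 min enzyme reaction, ambient temperature | buffer or medium = HEPES pH 7.4 buffer with MgCl2 and Tween 20 | signal = fluorescence of resorufin, 544 nm excitation, 590 nm emission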
STAT1 blocker: reduces IFN-gamma driven STAT1 reporter signal | NIH 3T3 STAT1-luciferase reporter, luminescence | inhibition, % at 5.5 µM | 200,000 tested, 0.35% active | AID 920;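 active = inhibition above a set limit, the mean inhibition across all tested compounds plus 3 SD, cut at about 34% in these data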;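 also: 0% = IFN-gamma with DMSO and 100% = IFN-gamma with 300 µM nifuroxazide; values of inactives mirror those of a sister screen read the other way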
APP 5UTR inh: APP translation inhibition | inhibition, % at 2 µM | 190,000 tested, 0.82% active | SH-SY5Y APP 5'UTR-luciferase reporter, luminescence;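 active = inhibition above a set limit, derived from the sample mean plus 3 SD, cut at about 45% in these data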; also: values of inactives mirror those of a sister screen read the other way
TLR4-MyD88 BLA: blocks binding of human TLR4 to MyD88; 200,000 tested, 0.18% active; AID 861; HeLa CL3-4 TLR4/MyD88 BLA complementation, FRET ratio; inhibition, % at 8.4 µM; O00206+Q99836; in the data active = inhibition above about 25%;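 also: 0% = vehicle and 100% = reference inhibitor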
Target sequence (O00206 whole entry, looked up): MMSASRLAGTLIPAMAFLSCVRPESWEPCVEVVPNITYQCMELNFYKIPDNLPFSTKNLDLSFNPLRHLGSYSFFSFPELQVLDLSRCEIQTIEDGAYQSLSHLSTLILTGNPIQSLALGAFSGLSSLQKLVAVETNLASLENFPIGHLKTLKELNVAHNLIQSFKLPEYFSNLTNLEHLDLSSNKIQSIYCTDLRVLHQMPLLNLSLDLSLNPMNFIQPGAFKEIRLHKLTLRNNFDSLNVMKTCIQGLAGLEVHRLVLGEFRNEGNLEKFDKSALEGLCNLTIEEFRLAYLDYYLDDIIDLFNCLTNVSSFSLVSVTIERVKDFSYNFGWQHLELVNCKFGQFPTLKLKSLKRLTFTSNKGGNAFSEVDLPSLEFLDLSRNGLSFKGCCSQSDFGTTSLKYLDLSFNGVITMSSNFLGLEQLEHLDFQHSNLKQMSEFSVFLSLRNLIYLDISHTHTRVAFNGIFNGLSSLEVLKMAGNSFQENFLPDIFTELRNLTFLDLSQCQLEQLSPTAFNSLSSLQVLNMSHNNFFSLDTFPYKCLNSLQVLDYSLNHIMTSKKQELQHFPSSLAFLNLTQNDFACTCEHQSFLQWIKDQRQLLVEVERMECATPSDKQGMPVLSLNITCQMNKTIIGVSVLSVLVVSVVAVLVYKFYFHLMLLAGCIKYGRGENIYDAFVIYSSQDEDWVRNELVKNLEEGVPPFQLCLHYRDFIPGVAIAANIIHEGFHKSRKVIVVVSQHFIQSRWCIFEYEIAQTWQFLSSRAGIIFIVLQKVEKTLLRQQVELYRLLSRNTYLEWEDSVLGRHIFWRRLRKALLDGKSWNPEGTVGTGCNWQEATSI
Target sequence (Q99836 whole entry, looked up): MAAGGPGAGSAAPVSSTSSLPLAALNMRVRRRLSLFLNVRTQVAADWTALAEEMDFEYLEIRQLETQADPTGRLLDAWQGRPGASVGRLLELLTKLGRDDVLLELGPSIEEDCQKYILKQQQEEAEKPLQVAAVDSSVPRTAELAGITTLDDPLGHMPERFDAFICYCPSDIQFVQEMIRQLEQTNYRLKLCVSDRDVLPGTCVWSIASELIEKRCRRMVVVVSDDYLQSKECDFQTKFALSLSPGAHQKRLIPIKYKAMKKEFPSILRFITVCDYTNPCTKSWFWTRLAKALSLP
STAT1 activator: STAT1 signaling activation; NIH 3T3 STAT1-luciferase reporter, IFN-gamma, luminescence; 100% = IFN-gamma alone, no compound; activation (% of control), % at 5.5 µM; 200,000 tested, 2.6% active; AID 932;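 active = activation above the screen-wide mean activation plus 3 SD, cut at about 130% in these data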;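 also: raw ratio to IFN-gamma control signal so 100% means no change and 0% no light; values of inactives mirror those of a sister screen read the other way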
STAT3 blocker: reduces IL-6 driven STAT3 reporter signal. 190,000 tested, 0.89% active. U3A cells, IL-6 STAT3-luciferase reporter, luminescence; host cell line lacks STAT1. inhibition, % at 5.5 µM;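 active = inhibition above the mean inhibition across all screened compounds plus 3 SD, cut at about 44% in these data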;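 also: 0% = DMSO only wells and 100% = 100 µM nifuroxazide control wells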
Hsp70 activator: switches on Hsp70 transcription; HeLa Hsp70 promoter luciferase reporter, luminescence; scaled: vehicle 0, proteasome-inhibitor control 100%; 200,000 tested, 0.04% active; activation, % at 10 µM;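 active = activation above the mean across all tested compounds plus 3 SD, cutoff set per campaign, cut at about 5.5% in these data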;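 also: 100% = MG132 at 30 µM as the positive control and 0% = DMSO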
* = called active by the depositor; nt = not tested or not shown.

Values in the order – STAT3 activator, Diaphorase inh, G6PDH CS, Diaphorase act, STAT1 blocker, APP 5UTR inh, TLR4-MyD88 BLA, STAT1 activator, STAT3 blocker, Hsp70 activator
Cc1ccc(S(=O)(=O)NCC2COc3ccccc3O2)cc1 (configuration not stated)
  103, 12, 8, 0.9, -3, 6, 7, 102, -5, -0.2
CCOC(=O)Cc1nn(C)c(=O)c2ccccc12
  94, 6, -4, 0.9, 10, 11, 4, 91, 13, -0.5
O=C1C/C(=C/NCc2ccccc2)C(=O)N1
  108, 11, 0, 0.9, 4, -16, 1, 96, -4, 0.2
CC(=O)N(Cc1cc2c(C)cc(C)cc2[nH]c1=O)C1CCCCC1
  90, 15, 0, 0.9, 6, -14, 4, 95, 14, -0.2
CCC1=NN(S(=O)(=O)c2ccc(C)cc2)C(O)(C(F)(F)F)C1 (configuration not stated)
  97, 6, 4, 0.9, 3, -8, -12, 99, 8, -0.2
CCOC(=O)C1(Cc2ccc(Cl)cc2)CCN(Cc2ccon2)CC1
  106, 34, 8, 0.7, 3, 24, -5, 96, -6, -0.1
Cc1ccc2c3c(c(SCC(=O)Nc4nccs4)nc2c1)CCCC3
  101, 0, -1, 1, -2, 14, -5, 102, 0, 0.0
Cc1ccc(NC(=O)c2cc(S(=O)(=O)N3CCOCC3)ccc2F)c(C)c1
  98, -10, 9, 1.1, -2, 1, -1, 101, 8, -0.1
C[C@H]1C=C(C(=O)N2CCOCC2)O[C@@H](OCc2ccc(CO)cc2)C1
  nt, 6, 8, 0.9, 2, 11, -1, 100, nt, 0.1
CCOc1ccc(C2NC(=O)c3sc(=S)n(-c4ccccc4)c3N2)cc1 (configuration not stated)
  91, -8, -2, 1.1, -2, 5, 0, 102, 18, -0.3
CC(=O)Nc1ccc(NC(=O)C2CCCN(c3ncccn3)C2)cc1 (configuration not stated)
  95, -10, 11, 1.1, -3, -8, -7, 103, 10, -0.2
O=C(CN1CCOCC1)Nc1c2c(nc3c1CCC3)CCC2
  95, -3, 6, 1, 5, -7, 3, 95, 8, -0.1
COc1ccc(N2CCN(C(=O)CCCCCn3c(=O)[nH]c4ccsc4c3=O)CC2)cc1
  95, 8, -2, 0.9, 16, 42, -13, 85, 13, -0.1
C=CCn1c(=S)[nH]c2nc3c(cc2c1=O)COC(C)(C)C3
  94, 20, 5, 0.8, -4, -16, 2, 104, 11, 0.3
CC1CC(C)(C)NCc2ccccc21 (configuration not stated)
  100, 13, 4, 0.9, 0, 8, -8, 100, 6, 0.3
Cn1c(=O)n(/N=C/c2ccccc2)c2ccccc21
  133, 15, -2, 0.8, 10, -6, 5, 91, -34, -0.4
CCCCCCCCCC(=O)OCC(O)CO (configuration not stated)
  104, -1, 8, 1, 1, 8, -1, 99, -2, -0.1
Cc1ccc(OCCn2cnc3cc([N+](=O)[O-])ccc3c2=O)cc1
  106, 1, 3, 1, 7, -8, 4, 92, -3, -0.1
COCCCn1c(SCC(=O)Nc2nnc(C)s2)nnc1-c1ccoc1C
  102, 20, -3, 0.8, 8, -1, 4, 93, 4, -0.5
CN(CC(=O)NCc1ccncc1)S(=O)(=O)c1ccccc1
  99, 2, -1, 1, -4, 4, 0, 104, 8, -0.2
Cc1nc(Cl)c(S(N)(=O)=O)c(C)c1Cl
  99, 8, 4, 0.9, 9, 23, -2, 93, 6, 0.2
NC(=O)COC(=O)/C=C/c1cccc(Br)c1
  96, -18, 9, 1.2, -7, 0, -5, 106, 7, -0.1
O=C(OCc1nnc(-c2ccccc2)o1)c1cc([N+](=O)[O-])ccc1Cl
  97, 13, -14, 0.9, 5, -15, -14, 95, 6, -0.3
O=C(c1ccc(NC(=S)NCc2ccco2)cc1)N1CCOCC1
  100, 5, 4, 0.9, 4, -20, -13, 97, 9, 1.6
O=C(N/N=C/c1cc([N+](=O)[O-])cc([N+](=O)[O-])c1O)/C(=C\c1cccs1)NC(=O)c1ccccc1
  91, 36, -14, 0.6, 11, 25, 3, 90, 14, -0.4
COc1ccc(CCNC(=O)CN2CCN(S(=O)(=O)c3ccc(Cl)cc3)CC2)cc1OC
  103, 19, -4, 0.8, -1, 12, 8, 101, -2, -0.2
O=S(=O)(c1cccs1)N1CCN(S(=O)(=O)c2cccs2)CC1
  107, 16, 11, 0.8, -6, -3, -4, 104, -2, -0.5
S=c1[nH]nc(-c2ccco2)n1-c1ccccc1Cl
  96, 16, 8, 0.8, -8, -23, 7, 108, 10, 0.0
COc1cccc(N(C(=O)Cn2nnc(-c3ccc(C)cc3)n2)C(C(=O)NC(C)(C)C)c2c[nH]c3ccccc23)c1 (configuration not stated)
  113, 23, 4, 0.8, 2, 6, 7, 98, -10, -0.2
CCNS(=O)(=O)c1ccc(Br)c(OC)c1
  100, 6, -2, 0.9, -4, 13, -7, 104, 7, -0.1
COc1cc(OC)cc(-n2nnnc2SCC(=O)NCc2cccs2)c1
  95, -9, 1, 1.1, 3, -14, -11, 97, 10, -0.3
COc1ccc(NC(=S)NNC(=O)C(C)n2nc(C)c([N+](=O)[O-])c2C)cc1 (configuration not stated)
  104, 16, 4, 0.8, -1, 7, 4, 101, -1, -0.1
O=C(NNC1=NC2(CCCC2)Cc2ccccc21)c1cccnc1
  105, 12, 13, 0.9, -6, -2, -4, 104, -1, 0.1
CCOc1ccc(NC(=O)Nc2ccc3nsnc3c2)cc1
  90, 18, 5, 0.8, -29, 1, -9, 125, 14, -0.1
CCOC(=O)CNC(=O)c1cc(-c2ccccn2)nc2c(C)c(Cl)ccc12
  103, 3, 6, 1, -3, -8, 3, 100, 2, -0.4
CCOC(=O)N1CCN(S(=O)(=O)c2cc(-c3nn4c(C)nnc4c4ccccc34)ccc2C)CC1
  85, 16, 9, 0.8, 21, 11, 10, 81, 21, -0.1
CCNc1nnc(CCn2nc(C)c(Br)c2C)s1
  90, 8, 16, 0.9, 1, 19, -5, 98, 17, -0.3
Cc1cccc(NC(=S)NCCCN2CCOCC2)c1
  100, 6, 1, 0.9, -4, 3, 5, 104, 3, -0.2
Cc1ccccc1NC(=O)C1CCCN1S(=O)(=O)c1ccc2c(c1)n(C)c(=O)c(=O)n2C (configuration not stated)
  98, 12, 14, 0.9, 4, -17, 5, 97, 3, 0.3
O=C(N/N=C/C=C/c1ccco1)c1cccc([N+](=O)[O-])c1
  96, 29, 8, 0.7, 5, 5, 1, 96, 6, 1.5
CCOC(=O)C1=C(c2ccccc2)Nc2nc(C)nn2C1c1cccc(OC)c1OC (configuration not stated)
  100, 14, -15, 0.9, 1, 1, 4, 99, 4, -0.1
COc1cccc(-c2nnc(NC(=O)c3ccc(S(=O)(=O)N4CCOCC4)cc3)o2)c1
  103, 14, 4, 0.9, 3, 20, -3, 97, -1, -0.1
CCOc1ccc(C(=O)N/N=C(\c2ccccc2)c2ccccn2)cc1
  91, -7, -2, 1.1, -11, 72*, -17, 110, 14, 0.0
COCc1cc(CN2CCN(Cc3ccsc3)C(CCO)C2)ccc1OC (configuration not stated)
  95, nt, 9, nt, 0, 0, 1, 98, 8, -0.1
CC(=O)N(Cc1ccc(F)cc1)Cc1nc2ccccc2c(=O)[nH]1
  107, 3, 5, 1, -8, -11, 6, 105, -6, -0.3
O=C1CS(=O)CN1c1ccc(Oc2ccccc2)cc1 (configuration not stated)
  95, 6, 11, 0.9, -2, -5, 11, 100, 12, -0.3
OCCC1CN(Cc2cccc3nccnc23)CCN1Cc1ccc(F)c(F)c1 (configuration not stated)
  107, 4, 6, 1, -2, -4, -1, 101, -8, -0.1
COc1ccc(NC(=S)N2CCc3ccccc3C2)cc1
  103, 19, -2, 0.8, 9, -13, 5, 92, 0, -0.2
Cc1cc(C(=O)OCC(=O)NC2CCS(=O)(=O)C2)c(C)n1-c1ccccc1 (configuration not stated)
  91, -5, 1, 1.1, 4, -16, -1, 96, 14, -0.2
Cc1cc(Br)ccc1OCC(=O)NNC(=O)Cc1ccccc1
  105, 4, -6, 1, -3, -10, 4, 102, -1, -0.1
O=C(/C=C/c1ccc([N+](=O)[O-])cc1)NC1CC2CCC1C2 (configuration not stated)
  102, 0, 11, 1, -16, -9, -1, 115, -1, -0.3
Nc1nonc1C(=O)NCCN=Cc1ccccc1O
  101, 4, 0, 1, 2, 4, 8, 98, 3, 0.0
Cc1nn(C)c(C)c1Sc1ccccc1N
  101, 4, -12, 1, 0, 0, -5, 99, 1, -0.2
Cc1nc(N2CCc3ccccc32)[nH]c(=O)c1CCC(C)C
  104, nt, nt, nt, 2, -13, -1, 95, -3, -0.3
CCc1c(C)c2ccc(OCC(=O)OC)cc2oc1=O
  91, 9, -15, 0.9, 2, 2, 5, 98, 14, 0.1

13 entries from above, comma-delimited.
compound,STAT3 activator,Diaphorase inh,G6PDH CS,Diaphorase act,STAT1 blocker,APP 5UTR inh,TLR4-MyD88 BLA,STAT1 activator,STAT3 blocker,Hsp70 activator
CCOc1ccc(C(=O)N/N=C(\c2ccccc2)c2ccccn2)cc1,91,-7,-2,1.1,-11,72*,-17,110,14,0.0
COCc1cc(CN2CCN(Cc3ccsc3)C(CCO)C2)ccc1OC (configuration not stated),95,nt,9,nt,0,0,1,98,8,-0.1
CC(=O)N(Cc1ccc(F)cc1)Cc1nc2ccccc2c(=O)[nH]1,107,3,5,1,-8,-11,6,105,-6,-0.3
O=C1CS(=O)CN1c1ccc(Oc2ccccc2)cc1 (configuration not stated),95,6,11,0.9,-2,-5,11,100,12,-0.3
OCCC1CN(Cc2cccc3nccnc23)CCN1Cc1ccc(F)c(F)c1 (configuration not stated),107,4,6,1,-2,-4,-1,101,-8,-0.1
COc1ccc(NC(=S)N2CCc3ccccc3C2)cc1,103,19,-2,0.8,9,-13,5,92,0,-0.2
Cc1cc(C(=O)OCC(=O)NC2CCS(=O)(=O)C2)c(C)n1-c1ccccc1 (configuration not stated),91,-5,1,1.1,4,-16,-1,96,14,-0.2
Cc1cc(Br)ccc1OCC(=O)NNC(=O)Cc1ccccc1,105,4,-6,1,-3,-10,4,102,-1,-0.1
O=C(/C=C/c1ccc([N+](=O)[O-])cc1)NC1CC2CCC1C2 (configuration not stated),102,0,11,1,-16,-9,-1,115,-1,-0.3
Nc1nonc1C(=O)NCCN=Cc1ccccc1O,101,4,0,1,2,4,8,98,3,0.0
Cc1nn(C)c(C)c1Sc1ccccc1N,101,4,-12,1,0,0,-5,99,1,-0.2
Cc1nc(N2CCc3ccccc32)[nH]c(=O)c1CCC(C)C,104,nt,nt,nt,2,-13,-1,95,-3,-0.3
CCc1c(C)c2ccc(OCC(=O)OC)cc2oc1=O,91,9,-15,0.9,2,2,5,98,14,0.1

High-throughput results (PubChem BioAssay)

Rows are unselected. About 6.1% of those tested had a hit in this group.
